KinaseGlo FLuc: counter-screen: inhibitors of Kinase-Glo firefly luciferase. Kinase-Glo luciferase, ATP luminescence, 8 min. Potency, µM (series often up to 38.3 µM), for inactives: top-dose activity change, negative = inhibition, actives largely listed as inhibitors. 200,000 compounds, 0.28% hits. AID 1379; note: % is set by controls: 0 for no effect and ±100 for the full control effect; nearly all actives have a fitted effect of over 60% in size
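Recombinant Kinase-Glo luciferase, 10 uM ATP (linear range), luciferin; imidazole pH 7.2 / KCl / MgCl2 / Tween / BSA buffer; 8 min RT; luminescence.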
JMJD2E inh: JMJD2E (human) inhibition. B2RXH2. JMJD2E catalytic domain, FDH-coupled NADH fluorescence (FDH is formaldehyde dehydrogenase). Potency, µM (titrated, usually from 57.1 µM), for the others: at the highest dose activity change, negative = inhibition, most hits filed as inhibitors. 230,000 compounds, 1.6% hits; active = well fitted inhibition curve with a large enough effect, not every such curve was filed as active; inconclusive = small, poorly fitted or top-dose-only effect, or another doubt; inactive = no such curve, though single readings can be large or run the other way;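 note: 0% = wells with enzyme and -100% = buffer wells without enzyme; nearly all actives have a fitted effect of over 50% in size; many of its hits are not listed in these tables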
Target sequence (B2RXH2 1-337 limits assumed): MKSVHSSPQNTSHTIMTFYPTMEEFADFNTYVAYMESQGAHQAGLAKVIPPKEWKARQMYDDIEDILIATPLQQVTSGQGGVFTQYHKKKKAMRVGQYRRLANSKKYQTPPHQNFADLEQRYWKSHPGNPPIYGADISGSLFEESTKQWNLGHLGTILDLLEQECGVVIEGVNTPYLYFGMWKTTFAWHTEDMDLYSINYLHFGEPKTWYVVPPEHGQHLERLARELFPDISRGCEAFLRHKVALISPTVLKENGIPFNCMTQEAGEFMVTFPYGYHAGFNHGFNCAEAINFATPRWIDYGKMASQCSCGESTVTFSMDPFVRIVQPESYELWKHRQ
IMPase Li cell: IMPase inhibition in cells with lithium potentiation; CHO-M1 cells, IP1 TR-FRET (IP-One), carbachol + lithium; Potency, µM (highest dose often 59.4 µM), for inactives: at the top dose activity, negative = IMPase inhibition, most hits filed as inhibitors; 210,000 compounds, 0.35% hits; AID 1457;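 note: IP1 builds up when IMPase is blocked and the TR-FRET signal falls; plate controls were basal vehicle for no effect and high inhibitor control for full effect; nearly all actives have a fitted effect of over 50% in size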
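Readout is a homogeneous TR-FRET IP1 immunoassay (Ex 320, Em 665 and 620), where raised cytosolic IP1 lowers signal. Cells were CHO-M1 treated 30 min at 37C with test compounds plus a little lithium; AC50 values came from Hill-equation fitting.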
SMN2 splice up: increases expression of the SMN2 splice variant | HEK293 SMN2-luciferase splicing reporter, luminescence, 30-36 h | Potency, µM (series often up to 46.1 µM), for inactives: at the top dose activity change, positive = activation, most hits filed as activators | 210,000 compounds, 2.8% hits; note: % of control where 0% means no effect; nearly all actives have a fitted effect of over 55% in size
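qHTS luciferase splicing reporter: luminescence rises when SMN2 exon 7 is included in transfected HEK293 cells. Compound exposure lasted 30-36 h at 37C, with 4.5 mM final sodium butyrate as control, followed by a ONE-Glo read.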
NPSR antagonist: neuropeptide S receptor (human) antagonism, cAMP; Potency, µM (series often up to 38.3 µM), for inactives: at the top dose activity change, negative = inhibition, usual class: inhibitors; CHO-NPSR cells, cAMP TR-FRET, antagonist mode; 220,000 compounds, 1% hits; Q6W5P4; note: % is set by controls: 0 for no effect and ±100 for the full control effect; nearly all actives have a fitted effect of over 50% in size; many of its hits are not listed in these tables
Epigenetic derep: regulators of epigenetic silencing causing reporter derepression in mouse cells. AID 1865. murine LDR cells, GFP reporter derepression, 30 h. 280,000 compounds, 0.2% hits. Potency, µM (series often up to 53.9 µM), without a hit: top-dose GFP activation, actives largely listed as activators; note: % of control where 0% means no effect; nearly all actives have a fitted effect of over 60% in size
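In this reporter-derepression format, murine cells bearing a silenced integrated CMV-GFP locus incubate with test compound (30 h, 37 C), then are washed and imaged; fluorescent objects of 20–120 um count as induced cells.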
RECQ1 helicase: inhibitors of human RECQ1 DNA helicase | P46063 | RECQ1 DNA unwinding, red fluorescence kinetic read | Potency, µM (titrated, usually from 57.3 µM), inactives show at the top dose activity, negative = inhibition, usual class: inhibitors | 240,000 compounds, 0.54% hits;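 note: plate controls were vehicle for no effect and no enzyme for full effect; nearly all actives have a fitted effect of over 30% in size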
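RECQ1T1 50 nM; forked duplex (20 bp + 30-nt ss tails) 200 nM, ATP 2 mM final; pH 8.0, 2 mM MgCl2, 2.5 ug/ml poly(dI-dC); 15 min compound preincubation; discontinuous kinetic read over 2 h at RT.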
GoLoco inh red: blocks human Gai1 binding to RGS12 GoLoco peptide, red readout | P63096 | Gai1:RGS12 GoLoco peptide FP, rhodamine, 10 min | Potency, µM (highest dose often 61.6 µM), without a hit: at the top dose activity, negative = inhibition, most hits filed as inhibitors | 230,000 compounds, 0.44% hits; active = well fitted inhibition curve with a large enough effect, not every such curve was filed as active; inactive = no such curve, though single readings can be large or run the other way; note: % is set by controls: 0 for no effect and ±100 for the full control effect; nearly all actives have a fitted effect of over 30% in size; many of its hits are not listed in these tables
Target sequence (P63096 whole entry, looked up): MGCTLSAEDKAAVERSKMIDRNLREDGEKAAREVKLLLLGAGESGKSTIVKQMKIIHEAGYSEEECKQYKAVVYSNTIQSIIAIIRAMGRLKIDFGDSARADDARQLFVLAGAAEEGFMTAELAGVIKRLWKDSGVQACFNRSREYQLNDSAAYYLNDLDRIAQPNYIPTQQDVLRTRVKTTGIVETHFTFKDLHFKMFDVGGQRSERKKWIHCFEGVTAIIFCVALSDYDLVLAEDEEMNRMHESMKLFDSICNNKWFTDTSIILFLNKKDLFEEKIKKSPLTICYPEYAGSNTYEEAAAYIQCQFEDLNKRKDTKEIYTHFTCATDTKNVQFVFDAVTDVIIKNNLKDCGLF
* hit, by the source's call; i = inactive; u = inconclusive; x = no result given; [ ] = remark or other dose. Unless noted, calls come from the whole dose curve; as a rule, active = well fitted curve in the direction sought with a large enough effect; inconclusive = small, poorly fitted or top-dose-only effect, or another doubt; inactive = no such curve, though single readings can be large; an effect the other way counts as inactive or inconclusive. Potency is the fitted concentration of half-maximal effect.

Below each SMILES – KinaseGlo FLuc, JMJD2E inh, IMPase Li cell, SMN2 splice up, NPSR antagonist, Epigenetic derep, RECQ1 helicase, GoLoco inh red
> Cc1nc2c([nH]c3ccc(Br)cc32)s1
→ -4%, 6%, 11%[38.3 µM], -29%, 6%[46.1 µM], 0.0%, -1%, 2%
> Cc1nn(C)cc1/C=C/C(=O)c1ccccc1
→ -20%, -25%, 30%[activator][38.3 µM], 19%, -9%[46.1 µM], 3.8%, i, 0%
> COc1ccc(-c2c(C)cc3oc(=O)cc(-c4ccccc4)c3c2C)cc1C=O
→ 5%[39.9 µM], x, 3%, x, x, -0.9%, -3%[81.1 µM], -6%[88.7 µM]
> Cc1cccc(N2CCN(C(=O)c3cccc(N4C(=O)C5CC=CC(C)C5C4=O)c3)CC2)c1C (stereo unspecified)
→ 0%, 1%, 34%[38.3 µM], -27%, u, 0.0%, -16%, -11%
> O=C(Nn1c(O)c(C=C2N=c3ccccc3=N2)sc1=S)c1ccccc1
→ -4%, 1%, 24%[38.3 µM], 0%, -15%[46.1 µM], -0.7%, -4%, 32%[activator]
> CC1CCN(c2oc(-c3cccc4ccccc34)nc2C#N)CC1
→ 0%, u, -1%, 11µM*, -11%[46.1 µM], 2.6%, -1%, -2%
> CN(C)c1ccc(-c2nnn(Cc3ccccc3Br)n2)cc1
→ -2%, u, 8%[38.3 µM], 12%, u, 0.8%, -27%, 4%
> Cc1ccc2c(c1)NC(=O)C(CC(=O)NCCCN1CCCCC1)O2 (stereo unspecified)
→ -3%, -6%, 4%[38.3 µM], -14%, 4%[46.1 µM], -3.6%, -5%, 9%
> Cc1nc2[nH]c(=S)[nH]c2cc1Br
→ 1%, -1%, 2%[38.3 µM], -21%, -5%[46.1 µM], -1.1%, -2%, -8%
> O=C(O)C1C2C=CC(C2)C1C(=O)N1CCN(CCO)CC1 (stereo unspecified)
→ -2%, 4%, 1%[38.3 µM], -2%, 8%[46.1 µM], -1.0%, 1%, 4%
> CN(C(=O)N1CCN(S(=O)(=O)c2ccccc2)CC1)c1ccccc1
→ 1%, -1%, 1%, 0%, -6%, -0.3%, i, -1%
> CCOC(=O)Nc1nc(-c2ccccc2)c(C(=O)c2ccccc2)s1
→ 5%, 2%, u, -50%[inhibitor], u, 3.6%, 3%, -5%
> O=C(CSc1nc2ccccc2o1)N1c2ccccc2Sc2ccc(Cl)cc21
→ -1%, -4%, 14%[38.3 µM], -13%, -29%[46.1 µM], 1.1%, -5%, 13%
> O=C1c2ccccc2C(=O)N1/N=C/c1ccc(O)c(O)c1O
→ x, 2.2µM*, x, x, 0%, -0.3%, 6.3µM*, -21%
> C/C(=N\S(=O)(=O)c1ccc(C)cc1)N1CCCCC1
→ 5%, -4%, 8%, 1%, 9%, 3.8%, -2%, 7%
> CCn1cc(Br)c(C(=O)Nc2ccccc2C(=O)OC)n1
→ 2%, u, 10%, 2%, -9%, -1.5%, -7%, -1%
> COCCCNC(=S)NCCc1ccc(F)cc1
→ x, -2%, -5%, x, 24%, -0.4%, -2%, -2%
> COc1ccc(CN(C(C)=O)c2cccc(C)c2C)cc1
→ -2%, -4%, 44%[activator][38.3 µM], u, -3%[46.1 µM], 1.0%, -4%, 1%
> N#C/C(=C\c1ccc(N2CCOCC2)cc1)c1ccccc1
→ -1%, 7%, -1%, 3.2µM*, 1%, -1.9%, -5%, 2%
> COC(=O)c1ccccc1NC(=O)C1CC(=O)N(c2ccc(C)cc2)C1 (stereo unspecified)
→ 3%, -1%, 26%[38.3 µM], 20%, -12%[46.1 µM], 0.0%, u, 3%
> O=C(/C=C/c1ccc([N+](=O)[O-])cc1)N1CCN(c2ccccc2F)CC1
→ -1%, 21%, -1%, 10%, 4%, -2.0%, -5%, 8%
> COc1cc(C)c(NC(c2ccccc2)c2ccccc2)cc1OC
→ 3%, -5%, 19%, -2%, -48%, -1.8%, -10%, 4%
> COc1ccc(N=C2SC(C(=O)N3CCN(c4ccc([N+](=O)[O-])cc4)CC3)CC(=O)N2C)cc1 (stereo unspecified)
→ 2%, -14%, -1%, -32%[inhibitor], -11%, -1.9%, i, 7%
> O=C(Cn1c(=O)n(Cc2ccco2)c(=O)c2c3c(sc21)CCCC3)Nc1ccccc1
→ -2%, 0%, 15%[38.3 µM], 17%, -23%[46.1 µM], 0.0%, -14%, -1%
> CC(NC(=O)Cc1cccs1)c1ccncc1 (stereo unspecified)
→ 2%, -2%, 10%[38.3 µM], 10%, -11%[46.1 µM], -1.0%, -14%, 18%
> O=C(CS(=O)(=O)c1ccccc1)Nc1ccc(S(=O)(=O)Nc2ncccn2)cc1
→ 1%, -10%, -8%, -5%, 8%, 0.0%, -8%, -4%
> CCC(C)N=CC1=C(O)CC(c2ccccc2)CC1=O (stereo unspecified)
→ -2%, 2%, 16%[38.3 µM], -18%, 2%[46.1 µM], 2.9%, 6%, -5%
> CC1CCCC(C)N1C(=O)c1ccccc1Nc1ccc(SC(F)F)cc1 (stereo unspecified)
→ -2%, -5%, 15%[38.3 µM], -22%, u, -1.1%, u, 5%
> COc1cc(S(=O)(=O)N2CCN=C2c2ccccc2)ccc1F
→ -3%, -4%, 7%[38.3 µM], 11µM*, -8%[46.1 µM], -1.1%, -17%, 12%
> COC(=O)CSc1nc(N2CCOCC2)c2c(c1C#N)CC(C)(C)N(C)C2
→ 4%, u, -1%[38.3 µM], 17%, -14%[46.1 µM], 0.0%, -10%, 6%
> S=c1[nH]nc(-c2ccco2)n1/N=C/c1ccccn1
→ 4%, -29%, 9%, 7%, -16%, 0.1%, i, 1%

For reference, two of the compounds above.
Below each SMILES – KinaseGlo FLuc, JMJD2E inh, IMPase Li cell, SMN2 splice up, NPSR antagonist, Epigenetic derep, RECQ1 helicase, GoLoco inh red
> Cc1nc2c([nH]c3ccc(Br)cc32)s1
→ -4%, 6%, 11%[38.3 µM], -29%, 6%[46.1 µM], 0.0%, -1%, 2%
> Cc1nn(C)cc1/C=C/C(=O)c1ccccc1
→ -20%, -25%, 30%[activator][38.3 µM], 19%, -9%[46.1 µM], 3.8%, i, 0%

Retrieved by compound from the list above:
Below each SMILES – KinaseGlo FLuc, JMJD2E inh, IMPase Li cell, SMN2 splice up, NPSR antagonist, Epigenetic derep, RECQ1 helicase, GoLoco inh red
> O=C(Nn1c(O)c(C=C2N=c3ccccc3=N2)sc1=S)c1ccccc1
→ -4%, 1%, 24%[38.3 µM], 0%, -15%[46.1 µM], -0.7%, -4%, 32%[activator]
> Cc1nc2c([nH]c3ccc(Br)cc32)s1
→ -4%, 6%, 11%[38.3 µM], -29%, 6%[46.1 µM], 0.0%, -1%, 2%
> COc1cc(S(=O)(=O)N2CCN=C2c2ccccc2)ccc1F
→ -3%, -4%, 7%[38.3 µM], 11µM*, -8%[46.1 µM], -1.1%, -17%, 12%
> COC(=O)c1ccccc1NC(=O)C1CC(=O)N(c2ccc(C)cc2)C1 (stereo unspecified)
→ 3%, -1%, 26%[38.3 µM], 20%, -12%[46.1 µM], 0.0%, u, 3%
> CC1CCCC(C)N1C(=O)c1ccccc1Nc1ccc(SC(F)F)cc1 (stereo unspecified)
→ -2%, -5%, 15%[38.3 µM], -22%, u, -1.1%, u, 5%
> Cc1nc2[nH]c(=S)[nH]c2cc1Br
→ 1%, -1%, 2%[38.3 µM], -21%, -5%[46.1 µM], -1.1%, -2%, -8%

Source: PubChem

These rows are one share of the data (hit frequency here may not be typical).
